# All columns: NCI-60 one-dose screen, growth in % after 48 h at 10 µM unless noted; 100 = growth as untreated, 0 = no growth, -100 = all killed.
# HL-60(TB): HL-60(TB) leukemia cells; 78,000 tested, 9% active; AID 1794776; active means growth percent below 10
# An asterisk follows results filed as active; & = joins results of further samples; [ ] = remark or other dose. An excerpt. The share of hits here may be higher or lower than overall.
SMILES,HL-60(TB)
COc1ccc(-c2ccc3cnc4sc(-c5ccc(OC)cc5)nc4c3n2)cc1,95
CCOC(=O)c1c(Nc2ncnc3cc(OC)c(OC)cc23)sc2c1CCCC2,116
O=c1cccc[nH]1,78&93
Cc1cc(/C=C2\SC(=Nc3ccccc3)N(C3CCCC3)C2=O)c(C)n1-c1ccc(Cl)cc1,-27*
CCOP(=O)(OCC)C(O)c1ccccc1 (configuration not stated),95
OCC[C@H]1C[C@H]1c1ccoc1,103
[O-][N+](=Nc1cccc(Cl)c1)c1cccc(Cl)c1,132
CSc1nc2c(c(=O)[nH]1)C1(C(=O)N(C)c3ccccc31)c1c(nc(SC)[nH]c1=O)N2,108
CC(=O)[C@@H]1CC[C@H](C)c2ccc(C)nc2C1,104
COC(=O)c1cc(C(=O)C(C)(C)C)n2c3ccccc3c3ccccc3c12,90
COC(=O)CC[C@@H]1O[C@@H](c2cc(OC)c(OC)c(OC)c2)[C@H](I)[C@H]1O,102
O=C(NNc1nc2ccccc2nc1/C=C/c1ccc([N+](=O)[O-])cc1)Nc1cccc(Cl)c1,75
CC1C(=O)c2ccccc2CC1C(=O)O (configuration not stated),100
O=C(O)CN1CCc2c(sc3ncnc(N/N=C/c4cccc(Br)c4)c23)C1,98
COc1ccc(C(=O)c2c(N)c(C#N)cn2-c2cccc(OC)c2)cc1,3.8*
CCOC(=O)c1sc2nc(-c3ccc(N(C)C)cc3)nc(N3CCOCC3)c2c1C,91
Cc1ccc(C(=O)N/N=C/c2cccs2)cn1,104
CN1CCN(Cc2ccc(NC(=O)c3cncc(C#Cc4cncc5ncccc45)c3)cc2C(F)(F)F)CC1,-3.3*
N#Cc1c(NCc2ccco2)oc(-c2ccccc2)c1-c1ccccc1,93
COc1cc2ncnc(Nc3ccc4c(cnn4C(=O)Nc4ccc(Cl)c(Cl)c4)c3)c2cc1OC,105
COc1ccc(/C=N/NC(=O)c2cnn(CC(O)Cc3ccccc3)c2N)cc1OC1CCCC1 (configuration not stated),105
Cc1ccc2oc(-c3ccccc3)c(O)c(=O)c2c1,50
CCCCCCCCCCCCS(=O)CC(C)O (configuration not stated),99
CCN(CC)Cc1cc(Nc2ccnc3ccc(OC)cc23)ccc1O,33
C/C(=N\O)c1ccc(NC(=O)CSc2nnc(-c3ccc(Cl)cc3)o2)cc1,91

# Seven structures already listed, arranged by formula weight, smallest number first:
SMILES,HL-60(TB)
CC(=O)[C@@H]1CC[C@H](C)c2ccc(C)nc2C1,104
CCOP(=O)(OCC)C(O)c1ccccc1 (configuration not stated),95
Cc1ccc2oc(-c3ccccc3)c(O)c(=O)c2c1,50
COc1ccc(C(=O)c2c(N)c(C#N)cn2-c2cccc(OC)c2)cc1,3.8*
C/C(=N\O)c1ccc(NC(=O)CSc2nnc(-c3ccc(Cl)cc3)o2)cc1,91
CCOC(=O)c1sc2nc(-c3ccc(N(C)C)cc3)nc(N3CCOCC3)c2c1C,91
COc1cc2ncnc(Nc3ccc4c(cnn4C(=O)Nc4ccc(Cl)c(Cl)c4)c3)c2cc1OC,105

# (more compounds)
SMILES,HL-60(TB)
Cc1cc2ncn(CO)c2cc1C,99
COc1cc(/C=C(/c2ccccc2)[N+](=O)[O-])c(OC)c2c1OCO2,-23*
Cc1ccc2nc(COc3ccc(C(=O)NN4C(=O)c5c(Cl)c(Cl)c(Cl)c(Cl)c5C4=O)cc3)[nH]c2c1,85
CN(C(=O)COc1ccccc1)c1ccc([N+](=O)[O-])cc1,86
COc1ccc(-c2cc(-c3ccc(Nc4nc(Nc5ccccc5)nc(Nc5ccc(Cl)cc5)n4)cc3)nc(N)n2)cc1,101
Oc1cccc(CCc2ccccn2)c1,81
CS(=O)(=O)Nc1ccc(C(=O)N=Nc2c(O)[nH]c3ccc(Br)cc23)cc1,103
CCCCCCc1cc(C(=O)NN)c2ccccc2n1,69
COc1cccc(-c2nn(-c3ccccc3)cc2-c2ccnc(NCCCNS(=O)(=O)c3ccc(C(F)(F)F)cc3)c2)c1,12
CN(C)c1ccc2cc(-c3cc4c(oc3=O)-c3ccccc3OC4O)c(=O)oc2c1 (configuration not stated),-67*
COc1ccc(-c2ccn(CCC(=O)O)n2)cc1OC1CCCC1,108
COC(=O)c1cncc(C(=O)OC)c1,96
C[n+]1cccc2cccc(NC(=O)c3ccc4ccc5ccc(C(=O)Nc6cccc7cccnc67)nc5c4n3)c21,63
COc1cc(C2=Nc3c(N)ncnc3NC(c3cccc(Nc4ccnc5cc(C(F)(F)F)ccc45)c3)C2)cc(OC)c1OC (configuration not stated),59
Cn1cc(-c2nc(N)nnc2-c2cncc(Br)c2)c2ccccc21,84
CCN1C(=S)N(CC)C2C1N=C(SC)N2/N=C/C=C/c1ccccc1OC (configuration not stated),77
NC(CSCc1ccccc1)C(=O)Nc1ccc([N+](=O)[O-])cc1 (configuration not stated),88
COc1ccc(C(CC(=O)O)c2cc(OC)c(OC)c(OC)c2)cc1OC (configuration not stated),103
CCOC(=O)c1sc(NC(=O)/C=C/c2ccccc2)nc1N1CCOCC1,113
NNC(=O)c1cc2ccccc2[nH]1,104
O=C(CN1C(=O)NC(c2ccccc2)(c2ccccc2)C1=O)c1ccc(N2CCOCC2)cc1,108
COc1ccc(C2C(C#N)=C(N)Oc3c2sc2ccc(C)cc32)cc1 (configuration not stated),13
COc1ccc(C2=C3C(=O)OCC3Cc3ncn(Cc4ccccc4)c32)cc1 (configuration not stated),122
CCOc1cccc(C(=O)Nc2ccc(-c3nc4ccccc4[nH]3)cc2)c1,107
NC(CS)C(=O)O (configuration not stated),95
# (more compounds)
SMILES,HL-60(TB)
Cc1cc(N)ccc1S(=O)(=O)F,96
O=[N+]([O-])c1ccccc1N1CCNCC1,80
Cc1cc(NC(=O)NCc2ccc(N3C(N)=NC(N)=NC3(C)C)cc2)ccc1S(=O)(=O)F,25
CC(C)c1cc(-c2nc3ccccc3[nH]2)no1,63
COc1ccc2nc(-n3nc(C)cc3C)c(-n3nc(C)cc3C)nc2c1,104
C[C@]12CCc3nc(Nc4cccc(C(=O)O)c4)sc3C1=CC[C@@H]1[C@@H]2CC[C@]2(C)C(=O)CC[C@@H]12,101
CCOC(=O)[C@@H]1[C@H](c2ccc(OC)cc2)[C@H]([N+](=O)[O-])[C@H](c2cn(-c3ccccc3)nc2C)N1Cc1ccccc1,94
O=C(O)c1cn(C2CC2)c2cc(N3CCN(C(=O)c4cc(-c5ccccc5)nc5ccccc45)CC3)c(F)cc2c1=O,101
Clc1ccc2c(OCCCN3CCOCC3)c3oc4ccc(Cl)cc4c3nc2c1,94
O=C1[C@H]2Cc3c([nH]c4ccccc34)[C@H](c3ccc(Cl)cc3)N2C(=O)CN1C1CCN(CC2CCCCC2)CC1,47
CC(C)N1C(=O)c2c(F)c(F)c(F)c(F)c2C1=O,90
CCCOC(=O)CSC#N,118
Cc1nn(-c2ccccc2)c(Oc2ccc(Br)cc2)c1/C=N/NC(=O)Cn1c(=O)sc2ccccc21,28
O=c1[nH]c(NCc2ccccn2)nc2c3c(sc12)CCCC3,102
NC(=O)n1nc(N)c(N=Nc2ccc(S(=O)(=O)N=C(N)N)cc2)c1N,97
O=S(=O)(Nc1nccs1)c1ccc(Nc2nc(N3CCOCC3)c3ccccc3n2)cc1,102
Nc1cc(Cl)c(S(=O)(=O)O)cc1Cl,104&83
Nc1ccncc1,104&102
Oc1ccc(Nc2nccc(-c3ccc(Cl)cc3)n2)cc1,51
O=S(=O)(Oc1ccc(-c2cn3ccoc3n2)cc1)N1CCCCC1,99
CC1CCC(C(C)C)/C(=N/NC(=O)CC#N)C1 (configuration not stated),101
O=[N+]([O-])c1ccc(NC(=S)NNC(=S)Nc2ccc([N+](=O)[O-])cc2)cc1,89
CC[C@@H](C(=O)[C@@H](C)[C@@H](O)[C@H](C)[C@@H]1O[C@@H]([C@@H](CC)C(=O)N(CC)CC)CC[C@@H]1C)C1O[C@]2(C=CC(=O)[C@]3(CC[C@@](C)([C@H]4CC[C@](O)(CC)[C@H](C)O4)O3)O2)[C@H](C)C[C@@H]1C (some centres not stated),-36*
CCOC(=O)C1=C(C)NC(C)=C(C(=O)OC)C1c1cccc([N+](=O)[O-])c1 (configuration not stated),109
COc1cc(C(=O)N/N=C/c2cc3ccc(OCc4ccccc4)cc3nc2OC)cc(OC)c1OC,95
# Remaining list, next part
SMILES,HL-60(TB)
O=[N+]([O-])c1ccc(Oc2ccc(Br)cc2)c([N+](=O)[O-])c1,23
Oc1ccc2c(ccc3[nH]cnc32)c1,114
COc1ccc(CSc2nc3ccc(Cl)cc3c(=O)n2-c2ccc(C)cc2)cc1,100
O=c1nc(N2CCCC2)oc2cc3ccccc3cc12,75[100 µM]
O=C1C(c2ccsc2)=C(c2c[nH]c3ccccc23)C(=O)N1O,89
O=C(C[C@]1(O)C(=O)Nc2ccc(Br)cc21)c1ccccc1,98
COc1ccc(OC)c(C2C(C#N)=C(N)N(c3ccc(OC(F)(F)F)cc3)C3=C2C(=O)CC(C)(C)C3)c1 (configuration not stated),89
CSc1ccnc2cc(Cl)ccc12,72
CC1Cc2c(N(C)C)ncnc2N2CCCc3cccc1c32 (configuration not stated),108
COc1cccc(/C=N/Nc2nc3ccccc3s2)c1OC,50
O=C(Nc1cccc2cccnc12)c1cc(C(=O)c2ccc(Cl)cc2)n2ccccc12,136
CC(=O)Oc1ccc(I)cc1C(=O)O,101
CCOc1ccc2c(c1)CN(Cc1ccc(Cl)cc1)CO2,95
CC(=O)Oc1cccc(C2OCC(C)O2)c1 (configuration not stated),103
O=C(Nc1ccc(F)cc1)Nc1ccccc1CNc1nc(Nc2ccc(OCCN3CCCC3)cc2)ncc1Cl,-40*
Cc1cc(O)c(N=Nc2ccc(C(=O)O)cc2)cc1C,111
C[C@H]1O[C@H](O[C@H]2[C@H](O)[C@@H](O)[C@@H](O[C@H]3[C@H](O)[C@@H](O)C(O)O[C@@H]3CO)O[C@@H]2CO)[C@H](O)[C@@H](O)[C@@H]1N[C@H]1C=C(CO)[C@@H](O)[C@H](O)[C@H]1O (some centres not stated),111
C=C(C)[C@@H]1CC[C@]2(c3nnc(-c4ccncc4)o3)CC[C@]3(C)[C@H](CC[C@@H]4[C@@]5(C)CCC(=O)C(C)(C)[C@@H]5CC[C@]43C)[C@@H]12,93
O=c1/c(=C/Nc2ccc(Cl)cc2)sc2ncnn12,88
O=S(O)c1cc(Cl)cc(Cl)c1OCc1ccccc1,109
COC(=O)C(Br)C(OC)c1ccc(OC)c(OC)c1 (configuration not stated),106
Nc1nc(C(=O)N/N=C/c2cccnc2)nn1-c1ccc(S(N)(=O)=O)cc1,100
CN1CC(c2ccc([N+](=O)[O-])cc2)C(C(=O)c2ccc(O)cc2)C12C(=O)c1ccccc1C2=O (configuration not stated),100
C[N+]1(CC2CO2)CCCCCC1 (configuration not stated),109
Cn1cccc1-c1cc(-c2ccc(Br)cc2)n(C(=S)Nc2ccc(F)cc2)c(=O)c1C#N,18

# Two consecutive records out of the list so far, quoted:
SMILES,HL-60(TB)
O=[N+]([O-])c1ccc(Oc2ccc(Br)cc2)c([N+](=O)[O-])c1,23
Oc1ccc2c(ccc3[nH]cnc32)c1,114

# The listing picks up, starting 6 compounds before the break.
SMILES,HL-60(TB)
O=S(O)c1cc(Cl)cc(Cl)c1OCc1ccccc1,109
COC(=O)C(Br)C(OC)c1ccc(OC)c(OC)c1 (configuration not stated),106
Nc1nc(C(=O)N/N=C/c2cccnc2)nn1-c1ccc(S(N)(=O)=O)cc1,100
CN1CC(c2ccc([N+](=O)[O-])cc2)C(C(=O)c2ccc(O)cc2)C12C(=O)c1ccccc1C2=O (configuration not stated),100
C[N+]1(CC2CO2)CCCCCC1 (configuration not stated),109
Cn1cccc1-c1cc(-c2ccc(Br)cc2)n(C(=S)Nc2ccc(F)cc2)c(=O)c1C#N,18
CCCCCCCCn1ccc2cc(NC(=O)Cn3cc(CN4CCCCC4)nn3)ccc21,-19*
O=C(c1ccccc1)C1CC1c1ccccc1 (configuration not stated),110&85
CCN1C(=O)/C(=c2\sc3n(c2=O)NC2C(N=3)N(C)C(=O)N2C)c2ccccc21 (configuration not stated),102
Nc1nc[nH]c(=O)c1N=Cc1ccccc1,96
Nc1c(Br)cc2c(c1Br)C(=O)c1ccccc1C2=O,100
Cc1cc(-n2cnc3c(=O)[nH]cnc32)ccc1N,98
COc1ccc(/C=N/NC(=O)CSc2nc3sc4c(c3c(=O)n2-c2ccccc2)CCCCC4)cc1O,84
O=C1c2ccccc2OC=C(c2ccccc2)N1CCCCN1CCCCC1,58
Cc1cc(N2CCC(N3CCCC3)CC2)nc(/N=C(\N)Nc2ccc(Cl)c(Cl)c2)n1,90
CC1(C)C(=O)NC(=O)N1CO,22
COc1ccc(/C=c2\[nH]c3nc4sc(C)c(C)c4c(=O)n3c2=O)cc1,89
Cc1nn(-c2ccc(Cl)cc2Cl)c(=O)n1C#N,90
O=C(CCCCCSc1nc(-c2ccccc2)cc(-c2ccc(Cl)cc2)n1)NO,101
CC(C)C[C@@H]1N[C@]2(C(=O)Nc3ccccc32)[C@@H](c2ccc(F)cc2)[C@@H]1C(=O)c1ccc(O)cc1,92
CCCCc1nc(Cl)c(C2CC(c3ccc(Cl)cc3)=NN2c2ccc(Cl)cc2)[nH]1 (configuration not stated),89
COc1ccc2c(c1)c(-c1nc(-c3cn(C)c4ncccc34)cs1)cn2CCN1CCOCC1,31
COc1ccc2c(c1)sc1nc(-c3ccccc3)c(-c3cc(OC)c(OC)c(OC)c3)n12,93
O=C(Nc1cccc2ccccc12)c1ccc(/C=C/C(=O)c2ncc[nH]2)cc1,67
COc1cc(C2=NN(c3cc(Cl)cc(Cl)c3)C(c3sc(Cl)nc3Cl)C2)cc(OC)c1OC (configuration not stated),97
CSc1nn(-c2ccccc2)c2ncnc(Nc3ccccc3Cl)c12,90
O=c1nc2c(-c3nc(-c4ccc(F)cc4)no3)n[nH]n2c2sc3c(c12)CCCC3,104
O=C(Nc1ccc(-c2n[nH]c(=S)n2/N=C/c2ccc(Br)cc2)cc1)c1cccnc1,101
O=C(n1ccc2cc(OS(=O)(=O)c3ccc(Cl)c(C(F)(F)F)c3)ccc21)C12CC3CC(CC(C3)C1)C2,103
